Assay outcomes: PubChem, several laboratories
SUMO HTRF inh: blocks human SUMOylation mediated by UBC9; P63279; actives 0.36% (n = 290,000); HTRF SUMOylation assay, SAE1/SAE2 + UBC9, in vitro; inhibition, % at 35 µM; in the data active means inhibition above about 50%, passing the limit was not always enough; further: strong numbers were not always called active
Target sequence (P63279 whole entry, looked up): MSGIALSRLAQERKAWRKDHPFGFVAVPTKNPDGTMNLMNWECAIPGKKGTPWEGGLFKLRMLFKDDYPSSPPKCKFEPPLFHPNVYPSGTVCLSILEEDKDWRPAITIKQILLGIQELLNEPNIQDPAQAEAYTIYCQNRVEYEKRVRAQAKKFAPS
M18AAP inhibitor: PfM18AAP enzyme inhibition; recombinant PfM18AAP, H-Glu-NHMec fluorogenic cleavage; inhibition, % at 7.35 µM; actives 1.2% (n = 290,000);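 active means inhibition above the campaign mean inhibition over all tested compounds plus 3 SD, cut at about 28% in these data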;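 further: 0% = plate median of test compound wells and 100% = 2 mM ZnCl2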
MEKK3 PB1 HTS: raises or lowers MEK5 binding to the human MEKK3 PB1 domain; bead-based flow cytometry, Alexa488-MEK5 binding to MEKK3; actives lie on both sides; 0 = blocked by unlabeled MEK5, 100 = vehicle; actives 1.4% (n = 290,000); Q99759; binding response (% of control), % at 10 µM;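 active means binding response more than 3 SD above or below the average of its plate-row segment, actives on both sides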;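 further: Alexa488 bead fluorescence after subtracting the streptavidin-only scavenger bead signal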
Target sequence (Q99759 whole entry, looked up, the tested form may be a part): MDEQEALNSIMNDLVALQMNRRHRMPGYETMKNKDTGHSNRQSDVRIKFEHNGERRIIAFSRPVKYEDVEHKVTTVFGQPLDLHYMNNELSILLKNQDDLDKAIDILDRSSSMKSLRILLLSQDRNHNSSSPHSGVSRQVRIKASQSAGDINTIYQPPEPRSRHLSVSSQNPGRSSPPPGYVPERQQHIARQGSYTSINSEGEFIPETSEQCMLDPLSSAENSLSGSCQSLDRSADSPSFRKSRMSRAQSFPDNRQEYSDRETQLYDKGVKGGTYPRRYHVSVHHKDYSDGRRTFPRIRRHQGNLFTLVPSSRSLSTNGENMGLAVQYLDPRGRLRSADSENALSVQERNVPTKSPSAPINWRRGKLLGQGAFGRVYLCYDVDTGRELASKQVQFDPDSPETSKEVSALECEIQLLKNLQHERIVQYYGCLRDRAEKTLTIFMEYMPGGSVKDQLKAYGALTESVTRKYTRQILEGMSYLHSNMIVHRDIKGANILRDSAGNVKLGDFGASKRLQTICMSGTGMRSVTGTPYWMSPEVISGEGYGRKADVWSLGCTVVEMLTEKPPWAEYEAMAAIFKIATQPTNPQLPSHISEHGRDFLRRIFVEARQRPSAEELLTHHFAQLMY
MEKK2 mut-MEK5: signal of MEK5 binding to mutant human MEKK2 PB1 domain. percent response, % at 10 µM. AID 1530. actives 0.35% (n = 290,000). bead flow cytometry, Alexa488-MEK5 binding to MEKK2 mutant; in the data active means percent response above about 24%, passing the limit was not always enough; further: inactives centre near 1; some results filed as inactive read as strong as hits; reference of the scale not given here
NALP1 inh: NALP1 inhibition; S. cerevisiae NALP1/ASC/caspase-1 growth, X-gal OD620, 72 h; inhibition, % at 10 µM; actives 0.61% (n = 280,000); in the data active means inhibition mostly above about 24%, no sharp cut-off; inactive means mostly below about 32%; further: some compounds called inactive have numbers as strong as hits
IDE cell activ: IDE (human) activation, cell-based; P14735; actives 0.073% (n = 340,000); activation, % at 5.96 µM; HEK cells, FAbeta-B cleavage, fluorescence polarization; 0% vehicle, 100% cell-free pure enzyme wells; AID 493087;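 active means activation above the mean of all tested compounds plus 3 SD, set per screening campaign, cut at about 17% in these data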
pCIP destab: compounds decreasing mouse p/CIP protein stability. F442A p/CIP-EGFP cells, EGFP fluorescence, 16 h. actives 0.01% (n = 290,000). decrease of EGFP signal, % at 10 µM;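 active means EGFP signal decrease of at least 30% at 10 µM or well 3 SD below plate mean, unless failing retest; inactive means the rest, including hits failing retest or dose response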; further: some compounds called inactive have numbers as strong as hits; many of its hits are not listed in these tables
IDE inh: inhibitors of human insulin-degrading enzyme in cells; P14735; inhibition, % at 5.59 µM; HEK cells, FAbetaB cleavage, fluorescence polarization; AID 434962; actives 0.41% (n = 320,000);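 active means percent inhibition above the average of all tested compounds plus 3 SD, set per screening campaign, cut at about 16% in these data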;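 further: IDE supplied by intact live HEK cells; FP after avidin binding of uncleaved biotin substrate so inhibition keeps polarization high; 0% = DMSO wells and 100% = 60 µM reference IDE inhibitor Ii1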
MEKK2wt PB1 HTS: raises or lowers MEK5 binding to wildtype human MEKK2 PB1 domain. Q9Y2U5. bead flow cytometry, Alexa488-MEK5 binding to MEKK2 WT; actives lie on both sides. binding response (% of control), % at 10 µM. actives 1.1% (n = 290,000). AID 1531; in the data active means binding response below about 67% or above about 130%
Starred values were filed as active, the others as inactive; / = no result given. The list is partial. The share of hits here may be higher or lower than overall.

smiles,SUMO HTRF inh,M18AAP inhibitor,MEKK3 PB1 HTS,MEKK2 mut-MEK5,NALP1 inh,IDE cell activ,pCIP destab,IDE inh,MEKK2wt PB1 HTS
Cc1nc2cc(-c3ccccc3)nn2c(C)c1CCC(=O)N1CCC2(CC1)OCCO2,27.1,-7.9,112.0,10.0,-1.7,-2.5,-3.8,0.8,109.0
CCCCc1cc(=O)oc2cc(OCC(=O)N3C[C@H]4C[C@@H](C3)c3cccc(=O)n3C4)c(Cl)cc12,3.5,-0.5,103.0,5.0,7.7,1.8,5.7,3.6,102.0
O=C(CCCC1=NS(=O)(=O)c2ccccc2N1)N1CCC2(CC1)OCCO2,-2.0,-8.6,102.0,1.0,-12.4,-0.7,-3.4,3.2,100.0
Cc1ccc(-n2nc(C)cc2NC(=O)COc2cc(C)cc3oc(=O)c4c(c23)CCC4)cc1,16.6,1.9,95.0,3.0,18.3,-0.1,-18.4,4.0,98.0
COc1ccc(-c2[nH]ncc2CNC(C)Cc2ccsc2)c(F)c1 (stereo unspecified),-3.9,5.3,101.0,10.0,-7.9,5.0,-1.1,-2.7,115.0
COc1ccccc1N1C(=O)NC(=O)C2(Cc3cc(C)ccc3N(C)C2)C1=O (stereo unspecified),-18.5,18.6,97.0,0.0,-6.2,8.4,0.6,1.1,99.0
COc1ccccc1CCNCc1ccc(OC)c(OC)c1OC,-0.1,-4.4,100.0,-9.0,6.8,4.3,1.1,1.6,96.0
C/C(=N\NC(=O)c1ccccc1O)c1c(O)n(Cc2ccccc2)c(=O)[nH]c1=O,16.6,7.8,104.0,2.0,-17.7,1.4,-1.4,-4.0,100.0
Cc1ccc(S(=O)(=O)NCC2CCC(C(=O)N3CCC4(CC3)OCCO4)CC2)cc1 (stereo unspecified),-19.0,-7.7,112.0,12.0,-5.3,0.8,4.8,3.4,116.0
C/C(=N\NC(=O)c1ccccc1)c1c(O)n(Cc2ccccc2)c(=O)[nH]c1=O,-9.3,6.8,101.0,4.0,/,/,-0.5,1.3,101.0
N#CC[N+]1(CCCNP2(=O)C=C(c3ccccc3)OC(c3ccccc3)=C2)CCOCC1,9.9,5.4,110.0,-7.0,-1.6,9.3,-2.5,2.5,107.0
COc1cc2c(C(=O)O)c(C)n(C)c2cc1Br,5.6,-4.4,94.0,-7.0,9.6,3.6,-0.3,5.5,91.0
CCOC(=O)C1=C(N)OC2=C(C(=O)CC(C)(C)C2)C12C(=O)Nc1ccccc12 (stereo unspecified),11.1,-4.8,90.0,-3.0,-25.0,0.3,6.8,9.7,89.0
Cc1ccccc1NC1=NCCCS1,2.2,-2.2,97.0,0.0,24.7,-0.1,0.9,-0.2,97.0
COc1cc(CN2CCN(c3cc(C)ccc3C)CC2)ccc1O,-2.2,13.8,100.0,-2.0,18.5,-1.2,-8.9,-3.9,102.0
O=c1[nH]c(O)c(C=NC2CCN(Cc3ccccc3)CC2)c(=O)[nH]1,/,8.0,104.0,1.0,/,7.3,/,1.9,102.0
c1ccc(C2N3CCCN23)cc1 (stereo unspecified),-5.5,3.4,108.0,8.0,40.7,-6.4,7.0,-2.5,112.0
Cc1cc(OC(C)C(=O)N[C@H](C(=O)O)c2ccccc2)c2c3c(c(=O)oc2c1)CCC3 (stereo partly specified),22.5,2.8,99.0,4.0,10.5,2.3,-12.8,-2.5,99.0
CCCCn1c(=O)c(C(=O)Nc2ccccc2C)c(O)c2ccccc21,-14.7,2.5,104.0,4.0,-23.4,3.2,-17.5,2.2,108.0
CCCCCC(=O)N[C@@H](c1ccccc1)[C@@H](O)C(=O)O[C@H]1C[C@@]2(O)[C@@H](OC(=O)c3ccccc3)C3[C@](C)(C(=O)[C@H](O)C(=C1C)C2(C)C)[C@@H](OC1OCC(O)C(O)C1O)C[C@H]1OC[C@@]31OC(C)=O (stereo partly specified),-18.4,-1.8,110.0,9.0,-5.1,3.1,11.0,2.9,112.0
O=S1(=O)N(Cc2ccc(F)cc2)CCCN1Cc1ccccc1Cl,-10.3,-3.2,105.0,2.0,26.1,2.1,-0.4,-8.6,106.0
COC(=O)c1cccc(NC(=O)N2C[C@H]3C[C@@H](C2)c2cccc(=O)n2C3)c1,-7.3,7.6,98.0,-3.0,7.0,-3.6,3.8,3.0,96.0
CCCC(=O)c1cc(CP(=O)(OCC)OCC)oc1C,14.7,4.7,99.0,-2.0,-17.0,/,-8.8,0.1,96.0
CC1=C2C3OC(=O)C(C)C3CC[C@@]2(C)C=CC1=O (stereo partly specified),0.9,-4.5,106.0,1.0,-1.4,4.8,-7.0,-5.8,104.0
COc1c(C)cc(C(=O)C2CCCN(Cc3cccc(O)c3)C2)cc1C (stereo unspecified),0.5,1.3,117.0,20.0,10.5,6.8,4.0,4.3,122.0
CC(=O)Nc1ccc(C(=O)OCC(=O)Nc2ccc(Cl)cc2C(=O)c2ccccc2)cc1,-18.6,-8.1,90.0,-4.0,32.8,0.0,0.4,5.8,92.0
CNP1(NC)=NC(C(F)(F)F)=NC(C(F)(F)F)=N1,-1.2,4.7,87.0,-4.0,27.5,-1.6,-5.5,1.3,93.0
Cc1cccc(NP(C)(=O)c2nc3c(s2)CCCC3)c1 (stereo unspecified),23.0,7.9,99.0,-3.0,6.3,-3.8,-8.8,-4.6,99.0
CCCn1cc(C(=O)O)cn1,13.0,3.4,97.0,-7.0,5.5,6.0,0.6,3.3,94.0
O=P(O)(O)Oc1ccccc1P(=O)(c1ccccc1)c1ccccc1,-10.4,-0.4,99.0,-3.0,0.3,3.3,-4.1,-1.0,98.0
Cc1cc(NC(=O)CCl)on1,-12.2,2.8,105.0,7.0,-2.1,-1.3,-3.9,-6.7,104.0
COC/C=C1\CN2C3C[C@@H]1[C@H]1COC4=Nc5cc(OC)c(OC)c(OC)c5[C@@]43C[C@@H]12,/,/,104.0,2.0,/,2.8,/,6.2,101.0
CCN1C(=O)/C(=C/c2ccc(N(CC)CC)cc2OC)C(=O)NC1=S,8.0,19.8,89.0,-4.0,-0.9,-11.6,-18.8,3.3,86.0
C=Cn1ccnc1P(=S)(c1ccc(N(C)C)cc1)c1nccn1C=C,18.0,-2.0,102.0,1.0,11.3,1.2,-5.1,-3.7,104.0
O=C(N=Nc1c(O)[nH]c(=O)[nH]c1=O)C1COc2cc3ccccc3cc2O1 (stereo unspecified),8.4,4.7,100.0,-13.0,-2.7,/,6.4,5.1,87.0
O=C1NC(=O)N(c2ccccc2F)C(=O)/C1=C/c1ccc(Oc2ccc([N+](=O)[O-])cn2)cc1,18.0,1.2,100.0,-1.0,7.6,3.9,8.3,3.3,94.0
CCC(C)C1N=C(c2ccccc2)c2cc(Cl)ccc2N(CC(=O)NCc2ccco2)C1=O (stereo unspecified),12.7,-4.5,111.0,8.0,-4.7,-1.8,-14.8,-3.2,109.0
CC1=C(C(=O)OC(C)C)[C@]2(C(=O)N(CC(N)=O)c3ccccc32)C(C#N)=C(N)O1,8.6,-7.0,102.0,8.0,18.4,-0.8,-1.2,1.5,104.0
O=C(O)c1ccccc1-c1ccc(C=C2C(=O)N(c3ccccc3)C(=S)N(c3ccccc3)C2=O)o1,18.7,7.5,107.0,-1.0,-3.1,-12.6,-4.0,3.9,100.0
CC(=O)N1CCN(CCN=Cc2c(O)n(-c3ccc(F)cc3)c(=S)[nH]c2=O)CC1,20.5,-7.5,104.0,4.0,-0.2,3.0,-19.5,-3.2,105.0

2 records drawn at random from the list so far:
smiles,SUMO HTRF inh,M18AAP inhibitor,MEKK3 PB1 HTS,MEKK2 mut-MEK5,NALP1 inh,IDE cell activ,pCIP destab,IDE inh,MEKK2wt PB1 HTS
Cc1cc(NC(=O)CCl)on1,-12.2,2.8,105.0,7.0,-2.1,-1.3,-3.9,-6.7,104.0
CCN1C(=O)/C(=C/c2ccc(N(CC)CC)cc2OC)C(=O)NC1=S,8.0,19.8,89.0,-4.0,-0.9,-11.6,-18.8,3.3,86.0

Next entries follow:
smiles,SUMO HTRF inh,M18AAP inhibitor,MEKK3 PB1 HTS,MEKK2 mut-MEK5,NALP1 inh,IDE cell activ,pCIP destab,IDE inh,MEKK2wt PB1 HTS
c1ccc2c(CCNCc3ccc4c(c3)OCO4)c[nH]c2c1,-23.3,1.0,103.0,2.0,-30.0,3.5,-12.4,-3.5,120.0
C=C1N2CCC(CC2)C1(O)c1ccc(C)c(C)c1 (stereo unspecified),6.5,-9.1,95.0,-4.0,1.8,7.7,-9.4,2.6,95.0
COP(=O)(NS(=O)(=O)c1ccccc1)OC,2.9,-0.8,98.0,-7.0,-10.8,-3.2,-9.0,-4.2,93.0
CCOc1ccc(Cc2c(O)[nH]c(=O)[nH]c2=O)cc1,32.3,1.5,96.0,-9.0,-0.3,2.5,-12.5,0.6,94.0
CC(C)Cc1nnc(NC(=O)CCC(=O)N2CCC3(CC2)OCCO3)s1,5.4,-0.9,100.0,-1.0,-4.4,-3.1,-3.0,-1.9,101.0
O=c1[nH]c(=O)n(Cc2ccco2)c(O)c1C=NCc1ccc2c(c1)OCO2,-13.9,-2.1,92.0,-5.0,-11.0,-4.1,-2.5,1.1,94.0
C/C(CCc1c[nH]c2ccccc12)=N\O,-5.0,-5.3,102.0,1.0,13.0,0.8,-1.4,-0.2,103.0
COc1cc(N2CCOCC2)ccc1/C=C1\C(=O)NC(=O)N(Cc2cccs2)C1=O,17.4,12.4,99.0,-6.0,28.6,3.0,-6.4,0.3,89.0
CCC(=O)N1CC(=O)Nc2ccc(Br)cc2C1c1ccccc1 (stereo unspecified),13.4,-2.5,98.0,-13.0,28.9,2.6,-4.1,2.8,89.0
CCc1cc(=O)[nH]c(SCCCF)n1,-11.9,0.5,99.0,-8.0,17.8,1.2,6.3,-1.5,93.0
CC(=O)OC1(c2ccccc2)CCN(C)C(C)C1C (stereo unspecified),-8.4,1.6,109.0,7.0,-3.2,4.5,-1.6,1.9,110.0
CCC(C)c1ccc(N2C(=O)NC(=O)/C(=C/c3cccn3CCOc3ccc(C)cc3)C2=O)cc1 (stereo unspecified),7.6,-0.9,100.0,8.0,24.1,-0.1,3.6,0.0,93.0
c1cc2c(cc1CCNC1C3CC4CC(C3)CC1C4)OCO2 (stereo unspecified),17.0,1.1,110.0,4.0,-54.6,4.9,-4.7,-2.5,111.0
COc1cc(CN2CC=C(c3ccc(F)cc3)CC2)cc(OC)c1,1.1,-10.2,102.0,2.0,19.7,-4.6,-0.4,/,115.0
CC1CC(C)CN(CC(=O)c2ccc(OC(F)F)cc2)C1 (stereo unspecified),6.8,0.9,106.0,24.0,12.5,2.8,-2.7,0.1,106.0
COc1cccc(Oc2c(C)oc3cc(OC(=O)N(C)C)ccc3c2=O)c1,18.3,-7.7,82.0,4.0,3.3,6.2,-9.6,1.7,99.0
Cc1ccc2c(c1)C(c1ccccc1)=NCC(=O)N2,-12.3,4.8,102.0,0.0,-0.7,-7.1,11.1,8.9,99.0
CNC(=O)Oc1ccc2ncccc2c1,14.3,-11.8,97.0,-3.0,51.5*,3.2,0.1,7.5,100.0
O=c1cccc2n1CC1CC2CN(S(=O)(=O)c2cc(Cl)ccc2Cl)C1 (stereo unspecified),1.2,-6.5,101.0,2.0,2.4,1.9,3.6,2.4,96.0
CC(=O)O[C@]1(c2ccccc2)CCN(C)[C@H]2CCCC[C@@H]21,17.2,-11.1,110.0,3.0,7.0,3.0,-7.8,-0.7,108.0
